GLA spleen mod = qHTS Assay for Inhibitors and Activators of Human alpha-Galactosidase From Spleen Homogenate; Alpha-galactosidase A (Homo sapiens), P06280; human spleen homogenate, 4MU-alpha-Gal fluorescence, 40 min; Potency, µM (doses to about 80 µM), inactives show at the top dose activity change, negative = inhibition, hits mostly inhibitors; hit rate 0.008% among 240,000;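 note: 0% = enzyme with vehicle and -100% = no enzyme basal signal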
Target sequence (P06280 32-429 limits assumed): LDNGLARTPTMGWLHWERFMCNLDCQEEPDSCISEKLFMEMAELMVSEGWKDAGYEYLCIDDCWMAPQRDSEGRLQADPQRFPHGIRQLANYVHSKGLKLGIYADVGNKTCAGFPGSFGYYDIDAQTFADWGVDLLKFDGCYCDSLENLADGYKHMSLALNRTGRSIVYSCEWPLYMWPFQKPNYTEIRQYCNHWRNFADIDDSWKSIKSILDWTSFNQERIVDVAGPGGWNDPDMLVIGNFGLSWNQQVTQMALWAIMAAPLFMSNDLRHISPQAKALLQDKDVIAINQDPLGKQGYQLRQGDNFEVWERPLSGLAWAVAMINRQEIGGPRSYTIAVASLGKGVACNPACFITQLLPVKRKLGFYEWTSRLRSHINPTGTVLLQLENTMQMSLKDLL
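Human spleen homogenate (1 ug) was the enzyme source, with 4-methylumbelliferyl-alpha-D-galactopyranoside (1 mM final) in pH 5.0 citrate buffer with 0.01% Tween-20. Compounds were titrated; after 40 min at 37C, NaOH/glycine stop, 4-MU fluorescence read; AC50 from Hill fits.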
aGlu spleen mod = qHTS Assay for Inhibitors and Activators of Human alpha-Glucosidase From Spleen Homogenate; Lysosomal alpha-glucosidase (Homo sapiens), P10253; human spleen homogenate, 4-MU-alpha-glucoside fluorescence; Potency, µM (doses to about 79.9 µM), for the others: at the highest dose activity change, negative = inhibition, actives largely listed as inhibitors; hit rate 0.006% among 240,000; AID 2112, 2009;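 note: 0% = enzyme with vehicle and -100% = no enzyme basal signal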
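Enzyme source: human spleen homogenate, 1 ug/well. Buffer 50 mM citric acid/K phosphate pH 5.0, 0.01% Tween-20. 4-MU-alpha-glucoside 1 mM; 37 C x 40 min; NaOH/glycine stop; fluorescence.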
GAA glycogen = qHTS Assay for Inhibitors and Activators of Human alpha-Glucosidase Cleavage of Glycogen. Lysosomal alpha-glucosidase (Homo sapiens), P10253. recombinant GAA, glycogen substrate, Amplex Red glucose oxidase fluorescence. AID 2100, 2009. Potency, µM (doses to about 76.4 µM), inactives show top-dose activity change, negative = inhibition, usual class: inhibitors. hit rate 0.38% among 300,000;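 note: 0% = full enzyme reaction and -100% = no-enzyme basal signal; the screen sought inhibitors and activators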
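qHTS, 1536-well; enzyme 4 nM final; cpd up to 77 uM; substrate bovine liver glycogen 30 ug; 50 mM citrate/phosphate pH 5.0, 0.01% Tween-20; 37 C, 40 min; Amplex Red detection 45 min RT; Hill fit → AC50.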
RGS12 GoLoco inh = qHTS Assay for Inhibitors of RGS12 GoLoco Motif Activity (Red Fluorophore) | AID 880, 2007 | Gai1:RGS12 GoLoco peptide FP, rhodamine, 10 min | Guanine nucleotide-binding protein G(i) subunit alpha-1 (Homo sapiens), P63096 | hit rate 0.44% among 230,000 | Potency, µM (titrated, usually from 61.6 µM), without a hit: at the highest dose activity, negative = inhibition, usual class: inhibitors; active = well fitted inhibition curve with a large enough effect, not every such curve was filed as active; inactive = no such curve, though single readings can be large or run the other way; note: % is set by controls: 0 for no effect and ±100 for the full control effect; nearly all actives have a fitted effect of over 30% in size; many of its hits are not listed in these tables
Target sequence (P63096 whole entry, looked up): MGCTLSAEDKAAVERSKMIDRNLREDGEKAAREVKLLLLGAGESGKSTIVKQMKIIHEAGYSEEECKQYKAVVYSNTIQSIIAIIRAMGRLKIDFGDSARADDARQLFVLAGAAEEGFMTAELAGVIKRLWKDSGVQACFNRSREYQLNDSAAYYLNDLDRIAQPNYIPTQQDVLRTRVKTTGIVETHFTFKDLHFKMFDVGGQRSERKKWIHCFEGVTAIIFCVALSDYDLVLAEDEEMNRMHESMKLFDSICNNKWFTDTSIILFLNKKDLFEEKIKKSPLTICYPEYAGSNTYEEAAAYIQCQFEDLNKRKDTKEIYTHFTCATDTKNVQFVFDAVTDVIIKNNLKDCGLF
ALDH1A1 inh = qHTS Assay for Inhibitors of Aldehyde Dehydrogenase 1 (ALDH1A1). Aldehyde dehydrogenase 1A1 (Homo sapiens), P00352. Purified ALDH1A1, NADH fluorescence, propionaldehyde substrate. Potency, µM (top dose mostly 75.3 µM), inactives show at the highest dose activity, negative = inhibition, most hits filed as inhibitors. hit rate 7.3% among 220,000; active = well fitted inhibition curve with a large enough effect, not every such curve was filed as active; inconclusive = small, poorly fitted or top-dose-only effect, or another doubt; inactive = no such curve, though single readings can be large or run the other way;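 note: plate controls were no enzyme wells and a reference inhibitor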
SMN2 splice enh = qHTS Assay for Enhancers of SMN2 Splice Variant Expression | HEK293 SMN2-luciferase splicing reporter, luminescence, 30-36 h | Potency, µM (doses to about 46.1 µM), for the others: top-dose activity change, positive = activation, hits mostly activators | hit rate 2.8% among 210,000; note: % of control where 0% means no effect; nearly all actives have a fitted effect of over 55% in size
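HEK293 cells carry an SMN2 […]–luciferase reporter in which exon 7 inclusion puts luciferase in frame. Cells were plated 10-12 h before compound addition, then incubated 30-36 h at 37C. ONE-Glo luminescence was read; sodium butyrate at 4.5 mM final served as control.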
JMJD2E inh = qHTS Assay for Inhibitors of Human Jumonji Domain Containing 2E (JMJD2E) | hit rate 1.6% among 230,000 | JMJD2E catalytic domain, FDH-coupled NADH fluorescence (FDH is formaldehyde dehydrogenase) | AID 2147, 2009 | Potency, µM (top dose mostly 57.1 µM), without a hit: top-dose activity change, negative = inhibition, actives largely listed as inhibitors; active = well fitted inhibition curve with a large enough effect, not every such curve was filed as active; inconclusive = small, poorly fitted or top-dose-only effect, or another doubt; inactive = no such curve, though single readings can be large or run the other way;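 note: 0% = wells with enzyme and -100% = buffer wells without enzyme; nearly all actives have a fitted effect of over 50% in size; many of its hits are not listed in these tables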
Target sequence (B2RXH2 1-337 limits assumed): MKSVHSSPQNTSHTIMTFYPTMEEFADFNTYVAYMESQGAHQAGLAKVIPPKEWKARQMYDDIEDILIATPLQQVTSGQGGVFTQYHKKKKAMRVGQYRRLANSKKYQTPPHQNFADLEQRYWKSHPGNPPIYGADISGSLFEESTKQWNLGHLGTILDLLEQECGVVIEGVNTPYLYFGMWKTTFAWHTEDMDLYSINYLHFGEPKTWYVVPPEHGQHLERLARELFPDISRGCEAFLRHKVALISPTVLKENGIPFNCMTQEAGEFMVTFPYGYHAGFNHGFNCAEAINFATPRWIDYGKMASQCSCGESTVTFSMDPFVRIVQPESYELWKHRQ
GAA inh = qHTS Assay for Inhibitors of Human alpha-Glucosidase as a Potential Chaperone Treatment of Pompe Disease | hit rate 0.005% among 200,000 | Potency, µM (highest dose often 76.9 µM), without a hit: top-dose activity change, negative = inhibition, actives largely listed as inhibitors | AID 1466, 2008 | purified human GAA, 4-MU-alpha-glucoside fluorescence | Lysosomal alpha-glucosidase (Homo sapiens), P10253;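 note: plate controls were uninhibited enzyme wells for no effect and no-enzyme background for full effect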
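Endpoint fluorogenic read: 20 min room-temperature reaction of 4 nM human alpha-glucosidase with 400 uM 4-methylumbelliferyl-alpha-D-pyranoside, pH 5.0, quenched with 1M NaOH/1M glycine pH 10. AC50 from Hill modeling.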
An asterisk follows results filed as active; ? = inconclusive; · = no result given; [ ] = dose if it differs, or a comment. Unless noted, calls come from the whole dose curve; as a rule, active = well fitted curve in the direction sought with a large enough effect; inconclusive = small, poorly fitted or top-dose-only effect, or another doubt; inactive = no such curve, though single readings can be large; an effect the other way counts as inactive or inconclusive. Potency is the fitted concentration of half-maximal effect. An excerpt, so the mix of outcomes need not match the whole.

Start of the data: the first two entries, to show the layout:
SMILES	GLA spleen mod	aGlu spleen mod	GAA glycogen	RGS12 GoLoco inh	ALDH1A1 inh	SMN2 splice enh	JMJD2E inh	GAA inh
O=C(CNc1cccc(S(=O)(=O)N2CCOCC2)c1)N1CCc2ccccc21	7%	4%	6%	-3%	·	·	1%	·
CCCN1CCN(C(=O)c2cn(CC(C)C)c(=O)c3cc(OC)c(OC)cc23)CC1	-1%	-5%	-7%	2%	?	3%	?	5%

All compounds of this part, from the start:
SMILES	GLA spleen mod	aGlu spleen mod	GAA glycogen	RGS12 GoLoco inh	ALDH1A1 inh	SMN2 splice enh	JMJD2E inh	GAA inh
O=C(CNc1cccc(S(=O)(=O)N2CCOCC2)c1)N1CCc2ccccc21	7%	4%	6%	-3%	·	·	1%	·
CCCN1CCN(C(=O)c2cn(CC(C)C)c(=O)c3cc(OC)c(OC)cc23)CC1	-1%	-5%	-7%	2%	?	3%	?	5%
CNc1cc(F)nc(F)n1	2%	-8%	6%	6%	-3%	11%	3%	1%
CC(=O)c1c(C)nc2ccc(Br)cc2c1C(=O)O	-7%	-4%	16%	-2%	?	-24%	-1%	-8%
CCN(CC)CCn1c(=S)[nH]c2ncccc2c1=O	3%	-3%	4%	2%	-30%	3%	?	-4%
CC(C)(C)NC[C@H](O)c1cc(O)cc(O)c1	3%[29.1 µM]	0%[29.1 µM]	·	-3%[21.6 µM]	10%[20.9 µM]	15%[20.6 µM]	1%[25.5 µM]	·
CCn1c(COc2cccc(C)c2)nnc1SCC(=O)N1CCCC1	4%	1%	18%	0%	10%	-15%	-5%	-5%
C/C(CC(=O)NC12CC3CC(CC(C3)C1)C2)=N\NC(=O)c1cnccn1	-1%	8%	?	-6%	?	-1%	63%[activator]	1%
CC(C)CC(C)NNC(=O)c1cc2ccccc2[nH]1 (stereo unspecified)	0%	4%	?	4%	10%	3%	-3%	1%
O=C(Cn1ccc([N+](=O)[O-])n1)NCc1nc2ccccc2[nH]1	0%	-1%	4%	1%	-1%	21%	1%	-1%
Cc1ccc(S(=O)(=O)NC(C)(C)CSc2nncn2C)cc1	-3%	-1%	6%	6%	-7%	2%	13%	-1%
CCNC(=S)NNC(=O)c1cccn(Cc2ccc(Cl)cc2Cl)c1=O	-3%	-1%	-4%	3%	-4%	-22%	?	0%
Cc1ccc(CN2C(=O)N/C(=C\c3cccn3-c3cccc(C(=O)O)c3)C2=O)cc1	12%	4%	16%	10%	-4%	8%	0%	2%
CCOc1ccc(CN2CCN(C/C=C/c3ccc(OC)cc3)CC2CCO)cc1 (stereo unspecified)	1%	0%	10%	-1%	-3%	·	1%	-1%
CCOc1ccc(NC(=O)c2ccc(CNc3c(NC4CCCCC4)c(=O)c3=O)cc2)cc1	3%	10%	-17%	1%	3%	7%	-1%	-2%
CCN(CC)C(=O)NC1CCCCCCC1	5%	-16%	-13%	12%	11%	0%	2%	9%
Cc1cccc(C(=O)NC(=S)Nc2ccccc2C(=O)O)c1	7%	-4%	-17%	8%	?	·	?	-14%
O=C(CNS(=O)(=O)c1ccccc1)OCC(=O)c1cccc([N+](=O)[O-])c1	6%	-1%	-15%	1%	-14%	3%	3%	2%
CC1CC(C)CN(C(=O)CN2CCN(Cc3ccc(Cl)cc3)C2=O)C1 (stereo unspecified)	-1%	-2%	7%	11%	-12%	-8%	1%	-4%
COc1ccccc1-n1cc(C(=O)NCC(=O)N2CCN(Cc3ccccc3)CC2)c2ccccc2c1=O	-1%	·	2%	-13%	-15%	-6%	?	-7%
O=C(Cn1nnc2ccccc21)NNC(=O)c1ccccc1	10%	2%	3%	6%	·	·	-6%	·
O=C(CCc1nnc(CCc2ccccc2)o1)N1CCCCC1CCn1cccn1 (stereo unspecified)	0%	0%	6%	10%	2%	-10%	8%	11%
CCNc1ccc(S(=O)(=O)N(C)C)cc1[N+](=O)[O-]	-7%	-2%	6%	8%	-4%	·	-51%	-3%
Cc1cccc2ccccc12	6%	2%	·	-8%	20%	-11%	·	·
NCCSc1c(-c2ccc(Cl)cc2)[nH]c2ccccc12	6%	7%	3%	1%	·	·	?	·

Single values from the list.
For SMN2 splice enh, CCNC(=S)NNC(=O)c1cccn(Cc2ccc(Cl)cc2Cl)c1=O is listed with -22%
For aGlu spleen mod, CCn1c(COc2cccc(C)c2)nnc1SCC(=O)N1CCCC1 is listed with 1%
For SMN2 splice enh, CCCN1CCN(C(=O)c2cn(CC(C)C)c(=O)c3cc(OC)c(OC)cc23)CC1 is listed with 3%

Additional records:
SMILES	GLA spleen mod	aGlu spleen mod	GAA glycogen	RGS12 GoLoco inh	ALDH1A1 inh	SMN2 splice enh	JMJD2E inh	GAA inh
Cc1ccc(Nc2nc(N)c([N+](=O)[O-])c(NCc3ccco3)n2)cc1	-4%	-2%	-2%	-8%	6%	-14%	?	-7%
COc1cccc(C(=O)CN2CCC(NC(=O)NC3CCCCC3)CC2)c1	3%	3%	9%	-6%	-14%	16%	-7%	-4%
CC1CN(C(=O)COC(=O)c2cc([N+](=O)[O-])ccc2Cl)CC(C)O1 (stereo unspecified)	0%	2%	4%	0%	-10%	14%	-6%	-3%
O=C(CN(C(=O)Cn1nnc(-c2cccs2)n1)c1ccc2c(c1)OCCO2)NCc1ccccc1	-4%	-7%	-1%	6%	?	-10%	-11%	-3%
Cc1nn(-c2nc3ccccc3n2Cc2ccccc2)c2c1C(=O)CC(C)(C)C2	-8%	-3%	5%	-2%	?	-14%	-30%	-2%
OCC1(Cc2ccccc2C(F)(F)F)CCN(Cc2ccncc2)CC1	5%	2%	3%	-1%	·	·	-22%	·
CCOC(=O)c1sc(=N)n(-c2ccc(OC)cc2)c1C	10%	7%	-2%	3%	0%	14%	-7%	-3%
CSc1nc(-c2ccc(Cl)cc2)nn1C(=O)c1ccccc1	4%	4%	20%	·	7%	·	4%	?
CCc1ccc(CN(C)Cc2nc(Cc3ccc(OC)c(OC)c3)no2)nc1	-3%	-3%	-1%	-3%	?	·	-3%	·
CCOC(=O)c1cc(-c2ccco2)nc2c1c(C)nn2-c1ccccc1	3%	3%	-9%	21%	?	-10%	?	-4%
O=C(NCc1ccc2c(c1)OCO2)c1ccc(Cl)c(S(=O)(=O)NCc2ccccc2)c1	1%	1%	-14%	7%	?	-6%	-10%	-9%
COc1cc(OC)c(OC)cc1CN1CCN(Cc2cccn2C)CC1	0%	-3%	4%	-2%	?	-2%	?	3%
Cc1ccccc1NS(=O)(=O)c1cc(C(N)=O)ccc1C	-5%	-8%	1%	2%	1%	-16%	0%	-6%
O=C([C@H](Cc1ccccc1)NS(=O)(=O)c1ccc(Cl)cc1)N1CC[C@@]2(O)CCCC[C@H]2C1	-13%	-7%	2%	-2%	?	-3%	2%	-1%
CC(C)Oc1ccc(CNC(=S)N/N=C/c2cccnc2)cc1	0%	0%	-16%	10%	5%	-32%[inhibitor]	-2%	?
COc1ccccc1CN1CC(C(=O)N2CCN(c3ccc(F)cc3)CC2)CC1=O (stereo unspecified)	10%	2%	0%	-26%	?	-11%	0%	0%
CCCCn1c(=N)n(CC(O)COc2ccc(C)cc2)c2ccccc21 (stereo unspecified)	2%	-8%	-1%	7%	4%	-35%[inhibitor]	8%	-4%
Cc1ccc(SC(C)c2nc(-c3cccnc3)no2)cc1 (stereo unspecified)	-3%	-6%	7%	5%	?	-10%	-4%	2%
OC(CCl)CCl	-9%	2%	·	-7%	-11%	-8%	·	·
COCCNC(=S)N1CCN(c2ccc(Cl)cc2)CC1	11%	2%	-13%	8%	15%	-10%	13%	1%
Cn1c(SC2CCCCC2=O)nnc1-c1ccncc1 (stereo unspecified)	-13%	-1%	-3%	4%	?	-6%	-2%	?
CC(C)Cn1cc(C(=O)NCCCN2CCCC2=O)c2c3ccccc3n(C)c2c1=O	6%	1%	-4%	-14%	?	-2%	?	12%
CCN(CC)CCOC(=O)c1ccc(NC(=O)c2cccc(C)c2[N+](=O)[O-])cc1	1%	·	8%	6%	11%	3%	11%	?
Cn1c(=O)c2c(nc(N3CCCCCC3)n2CC(=O)c2ccccc2)n(C)c1=O	-1%	-1%	-11%	1%	4.5µM*	-7%	-7%	2%
Cc1ccc(CSc2nnc(-c3ccncc3)n2N)cc1	-7%	0%	-15%	5%	·	·	-1%	·

(more compounds)
SMILES	GLA spleen mod	aGlu spleen mod	GAA glycogen	RGS12 GoLoco inh	ALDH1A1 inh	SMN2 splice enh	JMJD2E inh	GAA inh
Cc1ccc(C(=O)Oc2ccccc2N2C(=O)C3C4CCC(C4)C3C2=O)cc1 (stereo unspecified)	-3%	-1%	-7%	17%	?	-17%	0%	-1%
COc1ccc(C2=NOC(C(=O)Nc3ccc4c(c3)OCO4)C2)cc1OC (stereo unspecified)	3%	2%	-6%	9%	-3%	-12%	-18%	3%
CC(/C=N/NC(=O)Cn1cnc2c1c(=O)n(C)c(=O)n2C)=C\c1ccccc1	-4%	-1%	1%	9%	-2%	-6%	-5%	2%
Cc1ccc(-c2nnn(CC(=O)NC3CC4CCC3C4)n2)cc1 (stereo unspecified)	0%	-9%	1%	2%	6%	-26%	12%	-8%
O=C(COC(=O)c1ccccc1NC(=O)C1CC1)c1ccc2c(c1)OCCO2	6%	3%	-8%	4%	?	1%	-2%	-6%
COc1cccc(C(=O)N2CCN=C2SCc2cccnc2)c1OC	-2%	0%	8%	4%	-1%	-5%	-1%	-4%
Cn1c(Cn2c(=O)sc3ccccc32)nnc1SCC(=O)NCc1ccccc1Cl	-5%	-5%	3%	-1%	3%	2%	-1%	-5%

High-throughput results as filed in PubChem.
